TPT1 inhibitor – Candida albicans TPT1 enzyme inhibitors, primary screen, biochemical, fluorescence polarization | tRNA 2'-phosphotransferase TPT1 (Candida albicans SC5314) | recombinant caTPT1, FP RNA substrate dephosphorylation | inhibition, % at 5 µM | 300,000 compounds, 0.81% hits | AID 1962, 2009;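 active = inhibition above the mean of all tested compounds plus 3 SD, set per screening campaign, cut at about 24% in these data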;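 also: plate controls were DMSO alone for no effect and ferristatin control at 100 nM for full effect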
PP5 primary – PP5 phosphatase inhibitors, primary screen, biochemical, fluorescence | purified PP5c, OMFP substrate fluorescence | inhibition, % at 6.7 µM | 320,000 compounds, 0.18% hits;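 active = inhibition above the campaign's mean inhibition across all tested compounds plus 3 SD, cut at about 9.5% in these data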;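 also: 0% = DMSO only and 100% = 100 µM cantharidin control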
core dimer inh – inhibitors of HCV core protein dimerization, primary screen, biochemical, TR-FRET, high-throughput; 300,000 compounds, 0.33% hits; inhibition, % at 5 µM; AID 1899, 2009; TR-FRET GST/Flag-core106 dimerization, 1536-well;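 active = inhibition above the mean of all tested compounds plus 3 SD, set per screening campaign, cut at about 45% in these data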
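assay system = GST-tagged and Flag-tagged HCV core protein residues 1-106 | controls = unlabelled core106 and no-GST-core106 wells | incubation = compound-protein-antibody incubation 4 h at 22.5 °C | probe or stimulus = Eu donor and XL665 acceptor anti-tag antibodies | read-out = % inhibition based on acceptor/donor emission ratio | signal = TR-FRET 671 and 617 nm emission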
PREPL inh – PREPL enzyme inhibitors, primary screen, biochemical, fluorescence polarization; Prolyl endopeptidase-like (Homo sapiens), Q4J6C6; recombinant PREPL, fluorescence polarization activity-based probe; inhibition, % at 5.96 µM; 320,000 compounds, 0.68% hits; in the data active = inhibition above about 43%;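 also: 0% = enzyme with DMSO and 100% = wells lacking enzyme; many of its hits are not listed in these tables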
LYPLA2 inh – LYPLA2 inhibitors, primary screen, counter-screen for PME1 inhibitor project, biochemical, fluorescence polarization, FP-Rh probe ABPP; 320,000 compounds, 0.38% hits; inhibition, % at 5.9 µM; recombinant LYPLA2;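 active = inhibition above the screen-wide mean plus 3 SD, limit set per campaign, cut at about 26% in these data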;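 also: 0% = LYPLA2 with DMSO and 100% = wells lacking LYPLA2 enzyme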
Target sequence (O95372 whole entry, looked up): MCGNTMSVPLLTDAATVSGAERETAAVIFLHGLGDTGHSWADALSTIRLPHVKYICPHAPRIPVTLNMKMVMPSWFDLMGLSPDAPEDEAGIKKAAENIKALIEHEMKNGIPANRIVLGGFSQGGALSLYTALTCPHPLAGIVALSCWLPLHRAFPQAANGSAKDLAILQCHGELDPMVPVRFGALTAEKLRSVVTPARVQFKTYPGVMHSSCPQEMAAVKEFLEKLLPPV
Efflux pump inh – inhibitors of Candida efflux pumps in yeast, primary screen, S. cerevisiae, Nile Red, multiplex; S. cerevisiae Candida pump triplex; inhibition, % at 10 µM; 330,000 compounds, 0.44% hits;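 active = plate passing quality check with inhibition over a set limit, or well fluorescence over plate mean plus 4 SD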;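 also: Nile Red retained in pooled yeast measured as flow cytometry median fluorescence; 0% = buffer negative control and 100% = Enniatin B positive control; higher means more Nile Red kept so more efflux inhibition; some compounds called inactive have numbers as strong as hits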
GASC-1 inh – inhibitors of GASC-1 histone demethylase, primary screen, biochemical, fluorescence, DELFIA europium; GST-JMJD2C(1-420) H3K9me3 demethylation; 330,000 compounds, 0.069% hits; inhibition, % at 2.35 µM; Lysine-specific demethylase 4C (Homo sapiens), Q9H3R0;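 active = more than half of a compound's replicate wells show inhibition beyond 50%, single wells judged on their own value; inconclusive = some, but no more than half, of replicates pass 50% inhibition; inactive = no replicate passes 50% inhibition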;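 also: signal counts dimethyl H3K9 product captured on neutravidin plate; 0% = median of DMSO wells and 100% = 0.3 times that DMSO median; strong numbers were not always called active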
Target sequence (Q9H3R0 1-420 limits assumed): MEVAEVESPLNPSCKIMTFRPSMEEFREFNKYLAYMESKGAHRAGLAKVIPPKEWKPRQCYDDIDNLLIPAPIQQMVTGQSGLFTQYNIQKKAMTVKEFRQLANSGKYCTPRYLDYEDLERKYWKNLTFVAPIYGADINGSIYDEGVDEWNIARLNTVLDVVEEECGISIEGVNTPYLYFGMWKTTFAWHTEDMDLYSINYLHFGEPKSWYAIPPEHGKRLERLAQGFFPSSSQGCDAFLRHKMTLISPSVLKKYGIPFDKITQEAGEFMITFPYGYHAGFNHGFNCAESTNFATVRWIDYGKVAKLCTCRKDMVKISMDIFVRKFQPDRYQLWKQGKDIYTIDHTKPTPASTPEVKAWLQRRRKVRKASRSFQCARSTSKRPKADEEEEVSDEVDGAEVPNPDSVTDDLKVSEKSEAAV
CTSL1 counter – Fasciola hepatica cathepsin L1 inhibitors, primary screen, counter-screen for PFM18AAP inhibitor project, biochemical, QFRET, fluorogenic peptide substrate | recombinant F. hepatica cathepsin L1, Z-Leu-Arg-MCA fluorescence | 300,000 compounds, 0.49% hits | inhibition, % at 5.96 µM | AID 1906, 2009;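 active = inhibition above the mean of all tested compounds plus 3 SD, set per screening campaign, cut at about 17% in these data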;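 also: 0% = plate median of test compound wells and 100% = 1 µM Z-Phe-Ala-diazomethylketone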
PP1 inh – PP1-alpha phosphatase inhibitors, primary screen, counter-screen for PP5 inhibitor project, biochemical, fluorescence, OMFP substrate, single point; Serine/threonine-protein phosphatase PP1-alpha catalytic subunit (Homo sapiens), P62136; purified PP1alpha; inhibition, % at 6.7 µM; 320,000 compounds, 0.9% hits; AID 2235, 2010;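 active = inhibition above the mean inhibition of all tested compounds plus 3 SD, computed separately for each screening campaign, cut at about 15% in these data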
Target sequence (P62136 whole entry, looked up): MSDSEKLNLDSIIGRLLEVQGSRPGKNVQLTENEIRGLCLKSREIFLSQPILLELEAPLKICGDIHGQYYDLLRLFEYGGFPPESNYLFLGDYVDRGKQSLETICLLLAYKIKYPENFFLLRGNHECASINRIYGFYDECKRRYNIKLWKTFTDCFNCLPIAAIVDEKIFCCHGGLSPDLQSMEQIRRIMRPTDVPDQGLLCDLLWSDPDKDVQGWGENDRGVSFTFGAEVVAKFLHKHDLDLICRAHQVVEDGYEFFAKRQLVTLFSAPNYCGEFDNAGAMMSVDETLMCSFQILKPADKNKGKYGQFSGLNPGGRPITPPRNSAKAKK
The depositor's hits bear a star; i = inactive; u = inconclusive; x = no result given. Only part of the results is shown; count on the stated rates, not on these rows.

Structure | TPT1 inhibitor | PP5 primary | core dimer inh | PREPL inh | LYPLA2 inh | Efflux pump inh | GASC-1 inh | CTSL1 counter | PP1 inh
COc1ccc(CCn2c(O)c(C=NCCN3CCCCC3)c(=O)[nH]c2=O)cc1OC | 2 | 3.6 | -6 | -3 | 10 | 0.2 | -1 | 0 | -1
C=CCN1C(=O)NC(=O)/C(=C/c2cnc(SC)nc2)C1=O | -1 | 2.3 | -9 | 5 | 3 | -0.1 | -6 | -4 | -1
CCN1C(=O)NC(=O)/C(=C\c2cn(CC(=O)O)c3ccccc23)C1=O | 3 | -1.1 | 3 | 0 | 8 | -0.1 | -7 | -3 | 1
NNCc1cccc(O)c1 | 10 | -1.6 | -2 | -9 | 2 | -0.1 | -21 | 0 | -4
COC(=O)C1=C(c2ccc(F)cc2OCc2ccccc2)C[C@@H]2CC[C@H]1N2C(=O)NCc1ccc(Cl)cc1 | x | 3.6 | x | -7 | -10 | 0.2 | x | x | 8
FC(F)(F)c1cccc(NC2=NCCCS2)c1 | 3 | 1.0 | 4 | -14 | 2 | -0.1 | -1 | -6 | 0
O=C1NC(=O)C(=Cc2ccc(SC3CCCCC3)o2)C(=O)N1 | 3 | 3.5 | -3 | 7 | 10 | -0.1 | 7 | 3 | 5
CN(C)C(=O)Oc1ccc(-c2nnco2)cc1 | -10 | 1.9 | -2 | 7 | 0 | -0.2 | -1 | 0 | 3
CCC(=Nc1ccc2c(c1)CCC2)c1c(O)n(-c2ccc(OC)cc2)c(=O)[nH]c1=O | -6 | 0.3 | 10 | 0 | 5 | 0.0 | -5 | -4 | -1
CCCOC(=O)c1ccc(-[n+]2c(-c3ccccc3)cc(-c3ccccc3)cc2-c2ccccc2)cc1 | -2 | 3.0 | 5 | 20 | 10 | 0.0 | -10 | -1 | 8
O=C(c1cc(C(=O)NCc2ccccc2)c(=O)n(Cc2ccccc2)c1)c1cc(Cl)ccc1O | 9 | 3.5 | 28 | 5 | -67 | 0.0 | -2 | 8 | 18*
CCOP(=O)(OCC)C(NC(=O)c1ccccc1Cl)=C(Cl)Cl | 1 | -0.7 | -2 | 20 | -2 | 0.2 | 6 | -2 | -2
Cc1c(N=Nc2c(O)n(Cc3ccccc3)c(=O)[nH]c2=O)c(=O)n(-c2ccccc2)n1C | 6 | -2.1 | -5 | 6 | -3 | -0.1 | 14 | 3 | -3
CC(C)CN1CCN(Cc2cccc3c2OCO3)CC1CCO (configuration not stated) | -1 | 0.2 | 7 | 1 | 0 | 0.0 | 1 | -2 | 5
Cc1cc(OC(=O)c2cccs2)c2c3c(c(=O)oc2c1)CCCC3 | -2 | 6.1 | 9 | -5 | -5 | 0.0 | -2 | 4 | 0
COC(=O)CCCCC1SCC(NC(=O)c2ccccc2)C1Cl (configuration not stated) | -13 | 0.8 | 3 | -9 | -1 | -0.2 | 14 | 1 | 1
COc1ccc2c(c1)CC1(CN2C)C(=O)NC(=O)N(c2ccc(F)cc2)C1=O (configuration not stated) | -3 | 0.4 | -1 | 2 | 11 | 0.0 | 6 | 1 | 2
CNCCc1c[nH]c2ccc(O)cc12 | -4 | 2.6 | 3 | 6 | 8 | 0.1 | 11 | 5 | 0
CC(=O)Nc1ccccc1C(=O)OCC(=O)c1ccc2ccccc2c1 | -1 | 3.7 | 2 | -3 | 6 | 0.0 | 2 | 3 | 3
C[C@@H]([C@@H](O)c1ccccc1)N(C)C(=O)Cc1ccccc1 | -1 | 1.3 | 1 | 3 | 2 | -0.1 | 1 | -1 | 1
CCCCn1c(O)c(C(CC)=NCc2ccc3c(c2)OCO3)c(=O)[nH]c1=O | 1 | 0.4 | 4 | 49* | 12 | 0.1 | u | 2 | 4
O=c1[nH]c(=O)n(CCc2ccc(F)cc2)c(O)c1/C=N/N1CCCCC1 | 1 | -1.3 | -3 | 7 | 0 | 0.1 | -43 | -5 | -3
O=C1NC(=O)N(c2ccc3c(c2)OCO3)C(=O)/C1=C\c1ccc(-c2ccccc2C(=O)O)o1 | 10 | -1.9 | 0 | 9 | -4 | 0.4 | 14 | 4 | -1
CCC(=NCc1ccc(F)cc1)c1c(O)n(C)c(=O)n(C)c1=O | 0 | -0.6 | 1 | 22 | 3 | -0.1 | 4 | -1 | -4
CCN(CCCl)Cc1ccccc1Br | 0 | -2.3 | -4 | -5 | -7 | 0.2 | 10 | 2 | -4
C=CCn1c(O)c(C(C)=Nc2cc(OC)ccc2OC)c(=O)[nH]c1=O | -1 | 1.1 | -6 | -3 | -1 | -0.2 | 4 | 2 | 1
CCOC(=O)c1c(NS(=O)(=O)c2ccccc2)n(CCCOC)c2nc3ccccc3nc12 | -2 | 11* | 7 | 46* | 96* | -0.1 | -5 | 8 | 2
CCCCCCn1c(N)c(C(=O)NCCN2CCOCC2)c2nc3ccccc3nc21 | 3 | 7.9 | 8 | 32 | -10 | 0.2 | 6 | 6 | 1
Cn1nccc1C(=O)N1CCC2(CC1)OCCO2 | -3 | -0.2 | 4 | 0 | 2 | 0.1 | -6 | -2 | 0
N#Cc1ccc(Cn2cc(C(=O)c3ccco3)c3ccccc32)cc1 | 4 | 5.1 | 14 | 1 | 3 | 0.0 | -12 | 4 | 4
C=CCn1c(O)c(C(CC)=Nc2cccc(C(=O)O)c2)c(=O)[nH]c1=O | -1 | -0.7 | -3 | 25 | -8 | 0.0 | -15 | 1 | 1
CS(=O)(=O)NNP(=O)(NNS(C)(=O)=O)NC(=O)c1ccccc1 | -2 | 2.1 | 4 | 19 | 5 | 0.8 | -7 | -14 | 4
CCn1c(O)c(N=Nc2cccc(S(=O)(=O)N3CCOCC3)c2)c(=O)n(CC)c1=S | 0 | 1.6 | -2 | 2 | 1 | -0.1 | -12 | 2 | 1
CC12CN3CC(C)(CN(C1)C3c1cccs1)C2O (configuration not stated) | -1 | 3.0 | -1 | 12 | 0 | -0.1 | 0 | -3 | 0
CCCN(CCC)C(=O)Cc1c(-c2ccc(Cl)cc2)nc2c(Cl)cc(Cl)cn12 | -2 | 0.3 | 21 | -1 | -1 | 0.1 | 4 | -2 | -2
O=C(CCC(=O)N1C[C@H]2C[C@@H](C1)c1cccc(=O)n1C2)NCc1ccccc1C(F)(F)F | x | 3.7 | x | 15 | 9 | 0.1 | 6 | x | -5
O=C(N/N=C/c1c(O)n(Cc2ccccc2)c(=O)[nH]c1=O)c1ccccc1 | 2 | -0.3 | 1 | 1 | -3 | -0.1 | -11 | 2 | 7
COc1ccc(CCNCc2ccccc2)cc1 | 6 | -0.9 | -5 | -4 | -1 | 0.0 | -3 | 4 | 2
C[C@H](NC(=O)CCC(=O)N1C[C@H]2C[C@H](C1)c1cccc(=O)n1C2)c1ccccc1 | -1 | -1.1 | 1 | 3 | 8 | 0.0 | i | 1 | -4
CCC1(CCCC(=O)c2ccc(F)cc2)C(=O)NC(=S)NC1=O | 0 | 1.4 | -1 | 11 | 5 | 0.2 | 21 | -1 | 1
C[C@]12CC[C@H](O)CC1=CC[C@@H]1[C@@H]2CC[C@@]2(C)[C@H]1CC[C@]2(C)O | -4 | -0.5 | 4 | -7 | 0 | -0.1 | 6 | 1 | 0
Cc1ccc(Oc2cc(NN3CCCCC3)c([N+](=O)[O-])cc2[N+](=O)[O-])c([N+](=O)[O-])c1 | 4 | 1.2 | 12 | -2 | 4 | -0.1 | -5 | -3 | -3
O=Cc1cn(Cc2ccc([N+](=O)[O-])cc2)c2ccccc12 | 2 | 1.9 | 6 | 15 | 0 | 0.1 | 3 | -2 | 2
COc1ccc(CCn2c(O)c(C=NCCCO)c(=O)[nH]c2=O)cc1OC | 3 | 0.9 | -6 | -1 | 4 | -0.1 | -14 | 0 | 2
Cc1cc(C=C2C(=O)NC(=S)NC2=O)c(C)n1-c1ccc2c(c1)OCO2 | 12 | 2.1 | 21 | 11 | 1 | 0.0 | 30 | -1 | 5
CC(C)(C)c1o[nH]c(=O)c1CC(N)C(=O)O (configuration not stated) | -5 | -0.6 | -4 | -5 | 6 | -0.1 | x | -1 | -1
CN1CC(C(=O)c2cccc(C(F)(F)F)c2)C(c2ccc(Cl)cc2)C1 (configuration not stated) | -3 | 3.3 | 0 | -28 | 6 | -0.3 | -18 | 8 | 4
COc1ccc(CN2C(=O)NC(=O)/C(=C/c3ccc(OC)c(OC)c3OC)C2=O)cc1 | 17 | -1.3 | -5 | 13 | 3 | 0.0 | 17 | -2 | -2
C=CCn1c(O)c(C(CC)=NCc2ccco2)c(=O)[nH]c1=O | 0 | 2.5 | 8 | -5 | 2 | -0.1 | u | 3 | 0
Cc1cc(Cl)ccc1OC(C)C(=O)O (configuration not stated) | 1 | -1.2 | 2 | -1 | 4 | 0.0 | -5 | -1 | 2
OCC#CC[N+]1(CC#Cc2ccccc2)CCCC1 | -2 | -0.5 | 2 | 3 | 4 | -0.1 | -6 | 3 | 1
Cc1cc(=O)oc2c(C)c(OCC(=O)N3C[C@H]4C[C@@H](C3)c3cccc(=O)n3C4)ccc12 | 0 | 0.7 | 1 | -2 | 5 | 0.0 | x | -1 | -2
COc1cccc(N2C(=O)NC(=O)C3(Cc4cc(C)ccc4N(C)C3)C2=O)c1 (configuration not stated) | -3 | 2.1 | 5 | -3 | -12 | 0.1 | 19 | -1 | -2
Cc1ccc(-c2nc3ccccc3c(=O)n2-c2nccs2)cc1 | -2 | 3.1 | 2 | 1 | 1 | 0.1 | 6 | 2 | 1
CCCNS(=O)(=O)c1ccc(OCC(=O)N2CCN(Cc3ccccc3)CC2)cc1 | -2 | 0.2 | 5 | 13 | 1 | 0.0 | -5 | 7 | -4
Cn1c(O)c(C(=O)c2ccccc2F)c(=O)n(C)c1=O | 0 | 1.0 | 2 | -6 | -1 | 0.0 | -5 | 0 | 2
CCOP(=O)(OCC)C(NS(=O)(=O)c1ccccc1)C(Cl)(Cl)Cl (configuration not stated) | 2 | 0.0 | 1 | -2 | 4 | -0.1 | 5 | -2 | -2
N[C@@H](Cc1ccc(N(CCCl)CCCl)cc1)C(=O)O | 9 | -0.8 | 38 | 24 | 3 | 0.1 | x | 0 | 6
